# Bioassay records as filed in PubChem BioAssay.
# CFTR F508del cor: CFTR F508del correction in bronchial cells. CFBE cells, YFP halide quenching; stimulated with forskolin plus potentiator P3; % fluorescence drop versus neutral controls. activity (quench increase), % at 7.58 µM. 0.36% of 350,000 active;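 active = mean added fluorescence quench of at least 8% versus neutral control, with both replicates also reaching 8%; inconclusive = only one of the mean or replicate conditions met; inactive = mean below 8% and not both replicates reaching 8%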;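 note: cells transiently co-express mutant CFTR-F508del with the halide-sensitive YFP; corrector assay measuring rescue of mutant channel to the surface after 24 h compound exposure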
# ERp5 inh: inhibitors of human ERp5 | Q15084 | ERp5 insulin aggregation, absorbance 650 nm, 90 min | inhibition, % at 9.99 µM | 0.05% of 350,000 active | AID 651711;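 active = mean replicate inhibition above about 25%, with every replicate also reaching it, limit read from the data, passing the limit was not always enough; inconclusive = only one of those two criteria met; inactive = neither criterion met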
# Target sequence (Q15084 whole entry, looked up): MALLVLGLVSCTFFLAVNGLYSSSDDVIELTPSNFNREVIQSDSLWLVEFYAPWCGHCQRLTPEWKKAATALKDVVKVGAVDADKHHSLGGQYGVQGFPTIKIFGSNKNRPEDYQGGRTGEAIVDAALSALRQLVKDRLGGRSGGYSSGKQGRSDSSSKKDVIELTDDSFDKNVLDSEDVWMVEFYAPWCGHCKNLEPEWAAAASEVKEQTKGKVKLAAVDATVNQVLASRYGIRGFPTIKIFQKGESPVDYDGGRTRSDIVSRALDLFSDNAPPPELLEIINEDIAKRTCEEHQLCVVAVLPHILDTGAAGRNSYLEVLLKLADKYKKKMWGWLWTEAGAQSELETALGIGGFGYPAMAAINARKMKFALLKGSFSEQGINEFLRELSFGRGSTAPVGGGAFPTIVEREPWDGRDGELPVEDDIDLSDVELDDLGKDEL
# INS-1E GSIS act: primary screen for activators of insulin secretion dependent on glucose, INS-1E cells, GLuc reporter luminescence. INS-1E GLuc reporter insulin secretion, 2-3 h. 0.61% of 370,000 active. activation, % at 16.6 µM. AID 743287;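 active = lowest replicate activation of at least 40%, so every replicate reaches that level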;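 note: 0% = median of neutral control wells and 100% = median of IBMX positive control wells; some compounds called inactive have numbers as strong as hits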
# DENV2 CPE: DENV2-induced cell death inhibition; 1.7% of 350,000 active; AID 651640; CPE inhibition, % at 9.99 µM; DENV2-infected cells, cytopathic effect rescue, plate reader; in the data active = CPE inhibition above about 20%, passing the limit was not always enough; inconclusive = no clear call, values can overlap the other calls; tested in BHK-21 cells;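 note: 0% = median of neutral control wells and 100% = median of positive control wells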
# Xi reactivation: X-chromosome reactivation activator | XiGFP mouse fibroblasts, % GFP-positive cells imaging, 3 d; cells co-treated with 5-aza-dC sensitizer; scaled so ellipticine positive control = 100% | activation, % at 7.58 µM | 0.055% of 360,000 active | AID 743238;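 active = mean normalized replicate activation at least 10% and every replicate at or above 10%; inconclusive = only one of the two criteria met; inactive = mean below 10% and not all replicates reach 10%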;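 note: 0% = median of on-plate neutral control wells and 100% = ellipticine 6 µM median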
#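 material = 68-5-11 XiGFP fibroblast line | medium = DMEM plus 5-aza-dC sensitizer | schedule = 3 days compound exposure | benchmarks = positive control ellipticine, 6 µM final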
# EWS-Fli inh: inhibitors of EWS/Fli oncoprotein transcriptional activity. A673 NR0B1-luciferase reporter, viability-normalised. inhibition, % at 12.6 µM. 0.67% of 350,000 active. AID 651661;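 active = mean inhibition of at least 50% after viability correction, with every replicate also passing that limit; inconclusive = mean reaches 50% but only one of two replicates passes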;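 note: firefly luciferase signal divided by Alamar Blue viability fluorescence both relative to DMSO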
# ARNT-TACC3 inh: disrupts binding between human ARNT and TACC3; AlphaScreen His-ARNT PAS-B/GST-TACC3 binding, luminescence; TACC3 fragment carries E629A point mutation; inhibition, % at 9.99 µM; 0.66% of 390,000 active; AID 623870;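 active = mean inhibition of replicates at least 50% and at least half of replicates each reaching 50%; inconclusive = half or more replicates reach 50% but mean below 50%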;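 note: 0% = complete ARNT plus TACC3 wells and 100% = ARNT alone without TACC3; many hits fall short of the cut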
# PAX8 reporter: inhibitors of PAX8 transcriptional activity in RMG-I cells. inhibition, % at 12.6 µM. RMG-I TPO-luciferase reporter, SteadyGlo, 24 h. 1.2% of 360,000 active;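 active = mean replicate inhibition at least 60% with every replicate also reaching 60%; inconclusive = only one of the two criteria is met; inactive = mean below 60% and not all replicates reaching 60%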;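 note: luciferase light reporting Pax8 driven TPO promoter activity; plate controls were median of neutral control wells for no effect and mitoxantrone controls for full effect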
# An asterisk follows results filed as active; ? = inconclusive; . = no result given. Random draw from the library. Share with any hit: about 4.2%.
# Second line of a record: EWS-Fli inh	PAX8 reporter	ERp5 inh	ARNT-TACC3 inh	CFTR F508del cor	INS-1E GSIS act	Xi reactivation	DENV2 CPE
1	COc1cc(/C=N/NC(=S)NC2CC3CCC2C3)ccc1O (stereo not drawn)
 : 6	-64	3	11	-2.6	8	-0.1	5
2	Nc1nnc(CC(=O)Nc2ccccc2)s1
 : 0	0	5	3	-0.2	8	0.1	5
3	C[C@@H]1CCCCO[C@H](CN(C)CC2CCCCC2)[C@H](C)CN([C@@H](C)CO)C(=O)c2cc(NC(=O)Nc3ccc4c(c3)OCO4)ccc2O1
 : 7	-6	-18	33	1.5	-17	0.0	0
4	CCc1cc2c(CN(C)Cc3ccccc3F)cc(=O)oc2cc1O
 : 21	9	-3	.	-0.6	-17	0.1	-6
5	CN(C)CC(=O)Nc1ccc2c(c1)[C@@H]1C[C@H](CC(=O)N3CCc4ccccc4C3)O[C@@H](CO)[C@@H]1O2
 : -7	-6	-6	1	-3.0	-7	0.2	-2
6	CCOC(=O)c1c(NC(=O)CN2C(=O)NC3(CCC(C)CC3)C2=O)sc(C)c1-c1ccc(C)cc1 (stereo not drawn)
 : 6	1	.	2	2.6	13	0.5	.
7	COc1cccc(NC(=O)N(C)C[C@H]2OCc3ccccc3-c3c(n(C)c4ccccc34)C(=O)N([C@H](C)CO)C[C@@H]2C)c1
 : -1	-4	-6	2	2.7	-1	-0.4	0
8	COc1cccc(CC(=O)Nc2ccc(N3CCOCC3)c(S(=O)(=O)Nc3ccccc3OC)c2)c1
 : -13	-1	-3	.	-9.1	-6	0.0	-7
9	Cc1nn(C)c(C)c1CN(C)C(=O)C1CCC(=O)N(C2CCCCCC2)C1 (stereo not drawn)
 : -1	7	3	-2	0.3	-2	0.0	7
10	O=C(NCCOc1ccccc1)C1Nc2ccc(OC(F)(F)F)cc2C2C=CCC12 (stereo not drawn)
 : -2	-1	.	26	-0.5	-5	0.0	.
11	Cc1cc(C)c2nc(N3C(=O)C(O)=C(C(=O)c4ccco4)C3c3ccc(O)cc3)sc2c1 (stereo not drawn)
 : 4	-16	2	-9	1.2	13	0.6	5
12	Cc1ccc(-c2ccc([C@@H]3[C@H](CO)N4C(=O)CN(C(=O)c5ccncc5)C[C@@H]34)cc2)cc1
 : -18	3	-4	.	-2.4	-15	0.2	3
13	Cc1ccc(N=C2NC(=O)/C(=C/c3cn(C)c4ccccc34)S2)cc1C
 : 5	9	2	-25	1.8	-11	0.0	-14
14	O=C1/C(=C\c2ccc(O)cc2)SC(=S)N1/N=C/c1ccc(O)cc1
 : 14	3	8	2	1.6	-10	0.1	-3
15	COCc1cc(C)nc(N2CCOCC2)c1C#N
 : 0	2	2	-5	1.8	6	0.0	5
16	CCCNC(=O)N(C)C[C@H]1Oc2cc(-c3ccncc3)ccc2S(=O)(=O)N([C@@H](C)CO)C[C@@H]1C
 : -15	-15	-1	-7	-0.8	19	-2.0	5
17	COc1ccccc1NC(=O)CN1C(=O)COc2ccc(S(=O)(=O)N3CCOCC3)cc21
 : .	-3	.	-2	0.3	13	0.0	-4
18	CCCCSc1nc2c(cnn2-c2ccccc2)c(=O)n1N
 : -68	-163	4	-4	1.8	-25	0.0	.
19	O=C([C@@H]1[C@@H](CO)[C@@H]2Cn3c(cccc3=O)[C@@H]2N1Cc1ccccc1)N1CCCCC1
 : -5	4	.	.	-3.2	7	0.2	.
20	Cc1ccc(NC(=O)N(C)c2ccccc2)cc1
 : -49	-78	-4	-4	-0.3	-8	0.0	9
21	Cn1c(SCC(=O)c2cc(Cl)c(Cl)s2)nnc1-c1ccco1
 : 6	1	-6	4	-0.8	-4	-0.2	-1
22	CCN(C[C@H]1N[C@@](C)(C(=O)OC)[C@H]2C(=O)N(C)C(=O)[C@@H]12)S(=O)(=O)c1ccc(OC)cc1
 : -3	0	5	-2	0.5	9	0.4	-3
23	O=C(NNc1cc(N2CCCC2)nc(N2CCCC2)n1)c1ccc([N+](=O)[O-])cc1
 : -19	-4	-4	12	-6.6	10	0.0	3
24	CC(=O)Nc1ccc(C(=O)N2CCCCC2c2cc(C(=O)Nc3cccc4c3CCCC4)no2)cc1 (stereo not drawn)
 : 24	29	13	.	-0.8	-14	0.0	1
25	N/C(=N\OC(=O)c1ccc2c(c1)OCO2)c1cccc(Br)c1
 : -95	-88	2	-6	-2.6	31	0.0	9
26	O=C(COC(=O)c1ccco1)NCc1ccc2c(c1)OCO2
 : -3	3	8	-12	-2.7	-6	0.0	0
27	CCC(C)(C(=O)NC1CCCC1)N(C(=O)CNC(=O)c1ccccc1)c1c(C)n(C)n(-c2ccccc2)c1=O (stereo not drawn)
 : 5	6	-3	-2	0.5	9	0.0	5
28	NS(=O)(=O)c1ccc(N2C(=O)C3C4CC(C(Br)C4Br)C3C2=O)cc1 (stereo not drawn)
 : 11	-12	15	-8	-3.4	-2	0.5	-3
29	CCOC(=O)c1cn(Cc2ccc(C)cc2)c2cc(F)ccc2c1=O
 : 11	15	2	10	-1.0	-2	0.2	3
30	O=C(COC(=O)C1CCN(c2ccc(C(F)(F)F)cn2)CC1)c1cccc(Br)c1
 : 4	.	-5	-1	-0.8	-1	-0.1	11

# Fetched by compound from above (6):
# Second line of a record: EWS-Fli inh	PAX8 reporter	ERp5 inh	ARNT-TACC3 inh	CFTR F508del cor	INS-1E GSIS act	Xi reactivation	DENV2 CPE
26	O=C(COC(=O)c1ccco1)NCc1ccc2c(c1)OCO2
 : -3	3	8	-12	-2.7	-6	0.0	0
30	O=C(COC(=O)C1CCN(c2ccc(C(F)(F)F)cn2)CC1)c1cccc(Br)c1
 : 4	.	-5	-1	-0.8	-1	-0.1	11
24	CC(=O)Nc1ccc(C(=O)N2CCCCC2c2cc(C(=O)Nc3cccc4c3CCCC4)no2)cc1 (stereo not drawn)
 : 24	29	13	.	-0.8	-14	0.0	1
25	N/C(=N\OC(=O)c1ccc2c(c1)OCO2)c1cccc(Br)c1
 : -95	-88	2	-6	-2.6	31	0.0	9
29	CCOC(=O)c1cn(Cc2ccc(C)cc2)c2cc(F)ccc2c1=O
 : 11	15	2	10	-1.0	-2	0.2	3
22	CCN(C[C@H]1N[C@@](C)(C(=O)OC)[C@H]2C(=O)N(C)C(=O)[C@@H]12)S(=O)(=O)c1ccc(OC)cc1
 : -3	0	5	-2	0.5	9	0.4	-3

# Following part:
# Second line of a record: EWS-Fli inh	PAX8 reporter	ERp5 inh	ARNT-TACC3 inh	CFTR F508del cor	INS-1E GSIS act	Xi reactivation	DENV2 CPE
31	COc1cc(C(=O)NC(=S)Nc2cccc3nc(C)ccc23)cc(OC)c1OC
 : 4	7	0	-3	-0.2	-2	?	1
32	O=C(NCC[C@@H]1CC[C@H](NC(=O)Nc2cc(F)ccc2F)[C@@H](CO)O1)Nc1ccc(Cl)cc1
 : -178	0	7	-5	-3.1	-10	0.3	0
33	CC(NC(=O)CSc1nnnn1C1CC1)c1ccccc1Br (stereo not drawn)
 : 3	7	-4	1	1.2	2	-0.1	-1
34	Cc1ccc(NC(=O)Cn2cnc(C(=O)Nc3ccc(C)c(C)c3)n2)cc1C
 : -4	7	3	-3	-0.2	37	-0.1	0
35	Cc1ccc(S(=O)(=O)N2CC[C@H]3[C@H](CO)Nc4ccc(-c5ccc(C#N)cc5)cc4[C@H]32)cc1
 : .	18	5	.	2.8	3	0.5	-8
36	COc1cccc(-c2csc(N3CCN(CC(=O)NNC(=O)c4ccc(Cl)cc4)CC3)n2)c1
 : 13	.	-7	34	0.8	18	.	1
37	CCOC(=O)C1CCN(c2c(NC3CCCCCCC3)c(=O)c2=O)CC1
 : -2	3	6	-10	0.0	.	0.0	7
38	COc1ccccc1S(=O)(=O)N[C@H]1C=C[C@H](CC(=O)N2CCCCC2)O[C@@H]1CO
 : -4	-1	2	-7	-0.2	0	-0.3	0
39	CCOc1ccc(S(=O)(=O)N2CCC(C(=O)N3CCc4ccccc4C3)CC2)cc1
 : .	32	1	1	0.4	-33	0.0	13
40	O=C(CSc1cccc[n+]1[O-])Nc1cccc(Oc2ccccc2)c1
 : -3	1	4	-2	3.4	9	0.1	4
41	C[C@@H]1CN([C@H](C)CO)C(=O)Cc2cc(NS(=O)(=O)c3ccc(F)cc3)ccc2O[C@@H]1CN(C)Cc1ccc(Cl)c(Cl)c1
 : 0	-40	.	.	3.1	28	0.0	.
42	COC(=O)[C@@H](NC(=O)Nc1cccc(Br)c1)C(C)C
 : 4	-8	6	-1	-1.5	3	0.2	.
43	O=C(Nc1ccc(Oc2ccccc2)nc1)C1CCCCN1Cc1ccc(OCCO)cc1 (stereo not drawn)
 : -72	15	4	-5	-0.6	18	0.0	3
44	CCOC(=O)c1ccc(-c2ccc(N3C(c4cccc(OC)c4)=Cc4ccc(F)cc4C3CC(C)=O)cc2)cc1F (stereo not drawn)
 : 2	-2	6	.	-2.7	20	0.0	?
45	CCN(CCCNC(=O)c1nn(C)c2c1CS(=O)(=O)c1ccccc1-2)Cc1ccccc1
 : 12	9	-1	-2	0.2	2	0.0	2
46	COc1ccccc1C(=O)Nc1ccc2c(c1)C(=O)N(C)C[C@@H](OC)[C@@H](C)CN(C(C)=O)[C@H](C)CO2
 : 3	.	5	-15	-0.3	4	0.0	-3
47	O=C(N/N=C/c1cc(Br)cc([N+](=O)[O-])c1O)c1ccc(NC(=O)c2ccc(F)cc2)cc1
 : 5	-18	-4	9	0.0	0	0.0	2
48	CCn1c(CNC(=O)c2cc(OC)c(OC)c(OC)c2)cc2ccccc21
 : 20	33	-2	-2	-0.8	-4	0.2	3
49	O=C(O)CCCC1(C(=O)O)CCCC1
 : -4	.	7	-6	-3.4	15	0.0	16
50	CSc1ccc(-c2nc(CSCC(=O)NCCCN3CCCC3=O)c(C)o2)cc1
 : .	4	-2	.	0.4	8	0.0	0
51	COc1ccc(CNS(=O)(=O)c2ccc(-c3ccc(=O)[nH]n3)s2)cc1OC
 : .	15	-3	0	1.7	6	0.3	10
52	CC(=O)NC(C)(CC(=O)c1ccccc1)c1ccccc1 (stereo not drawn)
 : 4	3	-3	-1	0.8	-15	-0.1	14
53	COc1ccc(NC(=O)Nc2ccc3c(c2)C(=O)N([C@@H](C)CO)C[C@H](C)[C@@H](CN(C)C(=O)c2ccccc2)OCCCC[C@H](C)O3)cc1
 : -4	13	1	1	-1.1	-6	-1.2	-5
54	O=C(C1CCOCC1)N1CCC(CO)(CCc2ccccc2)CC1
 : -6	11	-5	-1	0.8	5	0.2	-1
55	C#Cc1ccc([C@@H]2C=C(C(=O)O)O[C@H](OCC)[C@H]2CCCO)cc1
 : -3	-18	5	2	-0.9	-10	0.5	-1
56	CCCn1c2ccccc2c2cc(C(=O)O)ccc21
 : 7	-1	1	-7	-2.1	8	0.1	14
57	CC(=O)NC1=NN(C(C)=O)C2(CCCC2)S1
 : -1	-17	0	-1	3.8	5	0.0	.
58	CC(C)[C@H](NC(=O)OC(C)(C)C)C(=O)N/N=C/c1ccc2nccnc2c1
 : -11	-11	-5	-2	-0.4	3	0.2	2
59	Cc1cccc(-c2ccc([C@H]3[C@@H](CO)N4CCCCN(Cc5cncnc5)C[C@@H]34)cc2)c1
 : 11	20	-2	5	1.5	31	0.1	?
